Source: PubChem BioAssay (The Scripps Research Institute Molecular Screening Center)
M4 antag = human M4 muscarinic receptor antagonists, primary screen, CHO cells, Fluo-8 calcium fluorescence; 0.73% of 360,000 active; AID 624125, 2012; inhibition, % at 3 µM; Muscarinic acetylcholine receptor M4 (Homo sapiens), P08173; CHO-hM4 cells, ACh EC80;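 active means inhibition above its plate's cutoff, the mean inhibition of sample wells plus 3 SD, cut at about 27% in these data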;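 further: 0% = acetylcholine EC80 with DMSO and 100% = DMSO without agonist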
Target sequence (P08173 whole entry, looked up): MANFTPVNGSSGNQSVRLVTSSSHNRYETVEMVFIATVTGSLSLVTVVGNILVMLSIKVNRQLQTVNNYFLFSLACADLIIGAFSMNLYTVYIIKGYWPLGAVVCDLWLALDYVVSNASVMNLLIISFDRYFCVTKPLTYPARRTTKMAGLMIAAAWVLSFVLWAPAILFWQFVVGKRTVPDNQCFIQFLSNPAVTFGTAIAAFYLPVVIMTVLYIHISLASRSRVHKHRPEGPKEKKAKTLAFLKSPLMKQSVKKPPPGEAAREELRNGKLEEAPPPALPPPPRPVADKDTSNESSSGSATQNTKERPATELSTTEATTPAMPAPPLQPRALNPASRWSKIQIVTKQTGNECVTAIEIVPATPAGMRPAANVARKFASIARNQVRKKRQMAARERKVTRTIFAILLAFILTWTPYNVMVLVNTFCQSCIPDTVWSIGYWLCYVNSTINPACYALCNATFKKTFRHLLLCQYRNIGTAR
CHO-K1 Ca antag = nonselective inhibitor or artifact in parental CHO-K1 cells. ATP-induced calcium, Fluo-8 fluorescence. inhibition, % at 3 µM. 0.6% of 360,000 active. AID 602250;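 active means inhibition above a per-plate cutoff, the plate's mean sample inhibition plus 3 SD, cut at about 24% in these data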;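 further: 0% = DMSO plus EC80 ATP and 100% = DMSO alone without ATP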
CHRM5 antagonist = human M5 muscarinic receptor antagonists, primary screen, CHO cells, Fluo-8 calcium fluorescence. CHO-hM5 cells, ACh EC80. inhibition, % at 3 µM. 0.59% of 360,000 active;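 active means inhibition above a per-plate cutoff, the mean of that plate's test compounds plus 3 SD, cut at about 27% in these data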;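 further: 0% = acetylcholine EC80 with DMSO and 100% = DMSO without agonist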
Target sequence (P08912 whole entry, looked up): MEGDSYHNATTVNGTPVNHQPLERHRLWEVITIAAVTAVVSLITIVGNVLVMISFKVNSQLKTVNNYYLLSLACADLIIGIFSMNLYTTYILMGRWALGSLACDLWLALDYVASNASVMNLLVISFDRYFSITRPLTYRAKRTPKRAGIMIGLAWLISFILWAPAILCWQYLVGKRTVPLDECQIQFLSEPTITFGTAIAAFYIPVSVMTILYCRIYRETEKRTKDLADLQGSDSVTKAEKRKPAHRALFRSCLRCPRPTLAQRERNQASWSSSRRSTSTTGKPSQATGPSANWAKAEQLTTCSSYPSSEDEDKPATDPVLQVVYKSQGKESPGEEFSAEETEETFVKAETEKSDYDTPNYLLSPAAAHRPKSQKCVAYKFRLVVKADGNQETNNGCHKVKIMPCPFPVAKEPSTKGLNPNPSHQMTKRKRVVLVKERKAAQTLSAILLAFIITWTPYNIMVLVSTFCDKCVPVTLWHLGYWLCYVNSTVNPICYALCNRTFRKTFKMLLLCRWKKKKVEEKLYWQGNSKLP
M4 PAM = human M4 muscarinic receptor positive allosteric modulators, primary screen, CHO-K1 cells, Fluo-8 calcium fluorescence. activation, % at 3 µM. Muscarinic acetylcholine receptor M4 (Homo sapiens), P08173. CHO-K1 hM4/Gqi5, ACh EC20; 0% = ACh EC20, 100% = maximal ACh. 0.4% of 360,000 active;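 active means activation above its plate's cutoff, the mean activation of sample wells plus 3 SD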; further: some results filed as inactive read as strong as hits
M5 PAM = human M5 muscarinic receptor positive allosteric modulators, primary screen, CHO-K1 cells, Fluo-8 calcium fluorescence. Muscarinic acetylcholine receptor M5 (Homo sapiens), P08912. CHO-K1 hM5, ACh EC20 PAM; 0% = ACh EC20, 100% = ACh EC100. activation, % at 3 µM. 0.3% of 360,000 active. AID 624038, 2012;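 active means activation above the run cutoff, the mean activation of all test compounds plus 3 SD, cut at about 18% in these data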
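Assay system: CHO-K1 hM5 cells / Incubation: Fluo-8 loading 80 min at 37 °C plus 30 min room temperature / Technique: Fluo-8 calcium dye fluorescence, kinetic read / Repeats: single replicate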
CHRM5 agonist = human M5 muscarinic receptor agonists, primary screen, CHO-K1 cells, Fluo-8 calcium fluorescence. Muscarinic acetylcholine receptor M5 (Homo sapiens), P08912. CHO-K1 hM5 cells; 0% DMSO wells, 100% maximal acetylcholine response. activation, % at 3 µM. 0.19% of 360,000 active. AID 624037, 2012;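 active means activation above the run's mean over test compounds plus 3 SD, cut at about 23% in these data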;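 further: signal is peak over basal fluorescence ratio across the kinetic read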
M1 ag parental = counter-screen for M1 agonists: effect in parental CHO-K1 cells | 0.48% of 360,000 active | activation, % at 3 µM | Fluo-8 calcium fluorescence; scaled to maximal ATP response, vehicle zero | AID 602248, 2012; in the data active means activation above about 15%;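 further: untransfected CHO-K1 host cells lacking M1 receptor as counterscreen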
CHRM4 agonist = human M4 muscarinic receptor agonists, primary screen, CHO-K1 cells, Fluo-8 calcium fluorescence. Muscarinic acetylcholine receptor M4 (Homo sapiens), P08173. CHO-K1 hM4/Gqi5; vehicle 0%, full acetylcholine response 100%. activation, % at 3 µM. 0.14% of 360,000 active;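 active means activation above the run mean over all test wells plus 3 SD, cut at about 32% in these data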;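 further: peak over basal fluorescence ratio per well then scaled between controls; 0% = DMSO wells and 100% = acetylcholine at EC100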
M1 PAM parental = nonselective calcium activators in parental CHO-K1 cells, primary screen, counter-screen for M1 PAM project, cell-based, Fluo-8 calcium fluorescence, full deck, 1536-well; AID 602247, 2012; ATP EC20; 0% at ATP EC20, 100% at ATP max; 0.02% of 360,000 active; activation, % at 3 µM;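 active means activation above the run cutoff, the mean activation of all test compounds plus 3 SD, cut at about 40% in these data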;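 further: peak over basal fluorescence ratio in a 140 s read after ATP addition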
The depositor's hits bear a star.

The line under a structure holds: M4 antag, CHO-K1 Ca antag, CHRM5 antagonist, M4 PAM, M5 PAM, CHRM5 agonist, M1 ag parental, CHRM4 agonist, M1 PAM parental
1	C/C(=N/OC(=O)c1ccc(C)cc1)C(=O)c1ccc(Br)cc1
  10, -10, 13, -3, -4, -3, 1.2, 0, 16
2	CCOc1ccc(CCNC(=O)c2ccc(N3CCCC3=O)cc2)cc1OCC
  3, 15, 4, -2, -6, -4, 1.8, 4, -8
3	COc1cc2ccccc2cc1C(=O)N/N=C/c1cccs1
  -6, -4, -9, 8, 1, 0, 0.8, 3, -7
4	O=C(NCCn1cccn1)c1ccc(OC2CCN(C(=O)C3CC3)CC2)cc1
  0, 8, 2, 4, 4, -1, 0.2, 1, 4
5	COc1cccc(CN(C)C(=O)C2CCC(=O)N(Cc3cccc(F)c3)C2)c1 (centres undefined)
  -7, 4, -13, 12, 4, 0, 0.8, 2, -11
6	C[C@@H]1CN([C@H](C)CO)C(=O)c2c(c3ccccc3n2C)-c2ccccc2CO[C@@H]1CN(C)Cc1ccc(O)cc1
  -3, -15, -8, 1, 2, 3, 0.9, 3, 25
7	COc1cccc(-c2nnc(SCCOc3ccc4c(C)cc(=O)oc4c3)o2)c1
  0, -8, 1, -2, 0, 2, 0.0, 0, 17
8	O=C(NC(=S)Nn1cnnc1)c1ccc(F)cc1Cl
  -8, -8, 5, 3, 0, 0, 0.2, 0, -5
9	CCOC(=O)N1CCC(N2CCCC(CO)(Cc3ccccc3C)C2)CC1 (centres undefined)
  5, -3, -2, -9, -3, -9, 0.0, 1, 1
10	O=C(C[C@H]1C[C@H](C(=O)N2CCOCC2)[C@@]2(CCC3CCCC3)c3[nH]c4ccc(Cl)cc4c3CCN2C1=O)NCCCn1ccnc1
  0, -14, 6, 4, -3, -1, 0.7, -1, 6
11	COc1ccc(C(=O)Nc2cccnc2Sc2ccc(Cl)cc2)cc1
  3, -8, 18, -2, -12, -4, 0.8, 0, 18
12	Cc1ccc(C(=O)Nc2nnc(S(=O)(=O)Nc3ccccc3C)s2)cc1C
  -14, 13, -1, -8, -9, 0, 1.4, 9, 9
13	CCCCCCn1c(=O)n2n(c1=O)[C@@H]1CN(S(=O)(=O)c3ccc(C)cc3)C[C@]1(O)[C@@H](OC(=O)NCc1ccco1)C2
  1, -3, -2, 3, 0, 0, 0.2, 0, -6
14	O=C(CN1CCCCCCC1)N/N=C/c1ccc(F)c(F)c1
  -12, -17, -9, -1, 5, -3, 0.6, 1, 22
15	CCOc1ccc(N2CC(C(=O)Nc3nnc(Cc4ccc(OC)cc4)s3)CC2=O)cc1 (centres undefined)
  -2, -13, 0, -7, 0, -1, 0.8, 0, -15
16	O=C(Nc1ccc(S(=O)(=O)N2CCOCC2)cc1)c1nn(-c2ccc(F)cc2)ccc1=O
  6, -14, 4, -4, -7, -2, 0.1, 2, 0
17	CN(C)C(=O)Cn1c(=O)n(C)c2ccccc21
  6, -13, 3, 3, -2, 0, 0.9, 1, 12
18	Cc1noc(C)c1COc1cccc(C(=O)N(C)Cc2cccs2)c1
  -4, -15, 2, 11, 6, 2, 2.2, 1, 4
19	COc1ccc(NC(=O)CN2CCc3ccccc3C2)cc1S(=O)(=O)N1CCOCC1
  -6, 0, -4, -7, -9, -2, 2.5, 7, 13
20	Cc1ccc(S(=O)(=O)N(C)/N=C/C=C/c2ccccc2)cc1
  -9, 8, -4, 8, 1, 0, -0.1, 0, 4
21	CC(=O)N1CCOc2ccc(S(=O)(=O)Nc3ccc(Cl)cn3)cc21
  3, 2, 12, 1, -7, -3, 0.5, 0, -11
22	O=C1CC(NCc2ccncc2)C(=O)N1c1ccc(Cl)cc1 (centres undefined)
  3, -5, 0, 0, -1, -1, 0.7, 0, 19
23	COc1ccccc1CNC(=O)N1CCN(c2ccccc2)CC1
  -6, -22, 3, 8, -3, -1, 1.1, 1, 12
24	CCOc1ccc(NC(=O)COC(=O)CSCC(=O)Nc2ccc(C)cc2C)cc1
  0, 6, 0, 2, -1, 1, 2.0, 2, 11
25	Cc1cc(Nc2ccc(Cl)cc2)nc(-c2ccccc2O)n1
  8, -7, 2, -2, -4, -2, 1.2, 1, 16
26	C/C(Cn1cnc([N+](=O)[O-])n1)=N\NC(=O)c1cccnc1
  -3, 2, 4, -1, -7, 1, 0.0, 1, 3
27	CCOc1ncccc1C(=O)OCC(=O)Nc1ccc2c(c1)OCCO2
  -3, -11, 7, 1, -8, 3, 0.8, 1, 9
28	COc1ccc(S(=O)(=O)N(C)C)cc1NC(=O)C1CCN(c2ncnc3sc(C)c(C)c23)CC1
  5, -7, 9, -5, -14, -8, 1.3, 8, -5
29	COc1cccc(-c2cc(C(F)(F)F)nc(-n3cc(Cl)cn3)n2)c1
  1, 7, 0, -2, -9, -13, 0.1, -1, -10
30	Cc1ccc(/C=C/S(=O)(=O)NCC(=O)OCC(=O)Nc2ccc(C(N)=O)cc2)cc1
  1, -5, 6, 3, 1, 0, 1.0, 0, 14

Profiles, looked up by structure:
CCOc1ncccc1C(=O)OCC(=O)Nc1ccc2c(c1)OCCO2 reads M4 antag: -3; CHO-K1 Ca antag: -11; CHRM5 antagonist: 7; M4 PAM: 1; M5 PAM: -8; CHRM5 agonist: 3; M1 ag parental: 0.8; CHRM4 agonist: 1; M1 PAM parental: 9
CCOc1ccc(NC(=O)COC(=O)CSCC(=O)Nc2ccc(C)cc2C)cc1 reads M4 antag: 0; CHO-K1 Ca antag: 6; CHRM5 antagonist: 0; M4 PAM: 2; M5 PAM: -1; CHRM5 agonist: 1; M1 ag parental: 2.0; CHRM4 agonist: 2; M1 PAM parental: 11

Going on with the list.
The line under a structure holds: M4 antag, CHO-K1 Ca antag, CHRM5 antagonist, M4 PAM, M5 PAM, CHRM5 agonist, M1 ag parental, CHRM4 agonist, M1 PAM parental
31	CN1CCN(CCC(=O)Nc2ccccc2)CC1
  -4, 3, 2, 8, 7, -1, -0.2, 1, -11
32	COc1ccc(-c2cc(-c3ccc(O)cc3)nc(N)c2C#N)cc1
  12, 14, 10, -5, -6, -1, 1.3, 7, -3
33	CCOC(=O)C1CCN(C2=NC(=O)/C(=C/c3ccc(Cl)cc3)S2)CC1
  -4, -8, 0, -5, -2, -4, -0.7, 1, -4
34	COC(=O)c1ccc(C(=O)NN)cc1
  -6, -6, -11, -5, 10, 5, 0.1, 0, 14
35	CC(CN1C(C)CCCC1C)OC(=O)c1ccc(Cl)cc1 (centres undefined)
  4, 5, 11, -11, -5, -4, 0.4, 0, -14
36	Cc1cc(C(=O)OCC(=O)Nc2cc(S(=O)(=O)N(C)C)ccc2Cl)c2ccccc2n1
  -2, -11, -4, -1, 12, 3, 1.0, 2, 12
37	O=C(CN1CCOCC1)N1CCCc2c1c(=O)oc1ccc(OCc3ccccc3)cc21
  9, 5, -1, 0, -5, 1, 0.7, 3, 0
38	CC1(C(=O)NCc2ccccc2)Cc2c(-c3ccc(C(N)=O)cc3)ccnc2O1 (centres undefined)
  -1, -4, 0, 4, 0, 2, 0.9, 2, 18
39	COc1ccc(C2CC(=O)c3cnc(NC(=O)c4ccccc4)nc3C2)c(OC)c1 (centres undefined)
  -2, 24*, 6, -1, -2, 0, -0.4, 1, -4
40	Cc1cccc(C(=O)c2c(N)sc3c2CCCC3)c1
  -1, -3, -3, -1, 4, 1, 1.3, 0, 21
41	O=C(/C=C/c1cccc(F)c1)OCC(=O)N1CCCc2ccccc21
  -8, 9, -10, 0, 0, 0, -0.2, 3, -4
42	N#Cc1c(-c2ccccc2)nc(-c2ccccc2)[nH]c1=O
  -8, -11, -4, 12, 6, 1, -0.2, 1, 9
43	Cc1cc(/C=C\c2ccc3cc(N(C)C)ccc3[n+]2C)c(C)n1-c1ccccc1
  45*, 35*, 40*, -19, -17, 10, 20*, 20, -7
44	CCCCCCN=CC1=C(O)C(C(=O)OC)C(C)(C)CC1=O (centres undefined)
  2, -8, -4, 9, 4, -6, 0.6, 1, 13
45	O=C(NCCC1=CCCCC1)C(=O)NCc1ccccc1Cl
  6, -3, -7, 3, 5, 2, -0.4, -1, -2
46	Cc1onc(-c2ccccc2Cl)c1C(=O)NCc1nnnn1-c1ccc(F)cc1
  5, 2, 8, -3, -7, -2, 0.8, 1, 20
47	CN(C(=O)c1ccc(C#N)cc1)c1nnc(-c2ccccn2)s1
  9, -7, -2, 3, 1, 1, -0.3, 0, 5
48	O=c1ccnc(Sc2ncccc2[N+](=O)[O-])[nH]1
  -9, -9, -6, 12, 4, 2, 0.1, 0, 19
49	O=C(CCNC(=O)c1ccc([N+](=O)[O-])cc1)NCCC1=CCCCC1
  4, 1, 2, -3, -4, 0, 3.1, 0, 5
50	S=c1[nH]nc(Cc2n[nH]c(=S)n2-c2ccccc2)n1-c1ccccc1
  -2, -6, 11, 5, -5, -2, 0.7, 0, -8
51	O=C(COc1ccccc1F)N1N=C(c2cccs2)CC1c1ccco1 (centres undefined)
  -7, -2, -5, 3, 6, -4, 0.2, 2, 18
52	CCC(C)[C@H]1CNC(=O)C(=O)N1CC(C)(C)C (some centres undefined)
  3, -17, -9, 17, 5, 2, 0.5, 1, 13
53	Cc1ccc(-c2nc3cc(NC(=O)C(C)C)ccc3o2)cc1C
  -7, -3, 3, 0, 0, -1, 0.2, 0, 13
54	CC(Oc1cc2oc(=O)c3c(c2cc1Cl)CCC3)C(=O)N1C[C@H]2C[C@@H](C1)c1cccc(=O)n1C2 (some centres undefined)
  -13, 12, 6, 4, -2, 0, -0.6, 0, 2
55	COc1cccc(NC(=O)CSc2ccc(-c3sc(C)nc3C)nn2)c1
  10, -3, 14, -1, -11, 5, 11, 16, 1
56	COC(=O)c1cc(S(=O)(=O)N2CCC(c3ccccc3)C2)c[nH]1 (centres undefined)
  6, 3, -1, -2, -2, 4, 7.5, 6, -4
57	CCOC(=O)c1cnc2c(cnn2C)c1NCCCN(C)C
  9, 33*, -1, 18, 1, 0, 0.1, 1, -7
58	COc1cc(/C=C/C(=O)c2c(O)ccc3c(C)cc(=O)oc23)ccc1O
  -12, -7, 6, 10, 4, -1, 1.3, 5, 9
59	O=C(CCCSc1nc2ccccc2s1)NCc1ccc2c(c1)OCO2
  -4, -3, 3, -3, -1, -3, 4.5, 5, 22
60	COC(=O)Nc1ncc(CN2CCCCC2)s1
  3, -9, -1, 5, 3, -2, 0.1, 0, -4
